# Assay outcomes (PubChem)
# Sm TGR block – qHTS Assay for the Inhibitors of Schistosoma Mansoni Peroxiredoxins; Schistosoma mansoni thioredoxin glutathione reductase (TGR), Q962Y6; purified TGR, DTNB reduction, TNB absorbance 405 nm; Potency, µM (highest dose often 114 µM), for the others: at the highest dose activity change, negative = inhibition, usual class: inhibitors; hit rate 3% among 360,000; AID 485364, 2010; note: potency is the fitted concentration of half-maximal effect; nearly all actives have a fitted effect of over 60% in size
#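 First, TGR (20 nM dispensed) and NADPH were mixed with compound. Second, a 15 min room-temperature incubation followed. Third, further NADPH and then DTNB were added to start the reaction. Finally, TNB absorbance was monitored kinetically.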
# AMA1 RON2 block – qHTS for Inhibitors of AMA1-RON; Towards Development of Antimalarial Drug Lead: Primary Screen. Plasmodium falciparum AMA1 (3D7) - RON2 peptide interaction. Potency, µM (highest dose often 58.2 µM), for inactives: top-dose activity change, negative = inhibition, most hits filed as inhibitors. AlphaScreen AMA1-biotinylated RON2 peptide binding. hit rate 0.2% among 360,000;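 note: potency is the fitted concentration of half-maximal effect; 0% = vehicle wells and -100% = peptide control; nearly all actives have a fitted effect of over 45% in size; some results filed as inactive show a strong effect at the top dose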
#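 AMA1 (3D7) with his tag at 25 nM final met compounds first, then biotinylated RON2 peptide at 25 nM; detection used donor plus acceptor beads, 10 µg/mL apiece, read by AlphaScreen after 30 min at room temperature.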
# FBPA Giardia inh – qHTS Assay for Inhibitors of Fructose-1,6-bisphosphate Aldolase from Giardia Lamblia; purified Giardia FBPA; AID 2451, 2010; A8B2U2; hit rate 0.71% among 290,000; Potency, µM (doses to about 59.6 µM), without a hit: at the highest dose activity, negative = inhibition, most hits filed as inhibitors; note: potency is the fitted concentration of half-maximal effect; nearly all actives have a fitted effect of over 55% in size
# Target sequence (A8B2U2 whole entry, looked up): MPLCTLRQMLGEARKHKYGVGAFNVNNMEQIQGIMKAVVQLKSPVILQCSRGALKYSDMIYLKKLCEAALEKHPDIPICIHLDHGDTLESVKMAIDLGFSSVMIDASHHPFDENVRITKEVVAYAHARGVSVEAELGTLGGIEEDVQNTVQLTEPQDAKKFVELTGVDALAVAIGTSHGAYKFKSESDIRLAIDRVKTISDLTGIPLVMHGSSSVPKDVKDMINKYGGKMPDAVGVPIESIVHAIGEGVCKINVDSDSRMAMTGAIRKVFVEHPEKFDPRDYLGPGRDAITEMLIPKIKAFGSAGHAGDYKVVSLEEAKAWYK
#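 40 nM FBPA preincubated 10 min at RT with compound (up to 57.5 uM final), then substrate plus GAPDH/TPI/NAD/arsenate coupling and diaphorase/resazurin added. Fluorescence read after 20 min at RT, 525/598 nm.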
# HCMV antiviral – qHTS Assay for inhibitors of the human cytomegalovirus (HCMV); HFF cells, HCMV-luciferase reporter, 72 h; stronger effect = lower value; hit rate 4.5% among 410,000; activity change, negative = inhibition, % at 57.5 µM; in the data active = activity change below about -60%; inconclusive = no clear call, values can overlap the other calls; inactive = above about -39%
#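 Two compound doses tested in HFFs infected with HCMV-luciferase, MOI 1 PFU/cell, 72 h at 37C. Lysate luminescence read with OneGlo; data normalized against buffer-only and 10uM Salinomycin inhibitor controls.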
# AmpC detergent – qHTS Inhibitors of AmpC Beta-Lactamase (assay with detergent) | P00811 | AID 485294, 2010 | Potency, µM (series often up to 114 µM), for the others: at the top dose activity change, negative = inhibition, actives largely listed as inhibitors | hit rate 0.041% among 370,000 | AmpC hydrolysis of nitrocefin, absorbance 480 nm, 0.01% Triton;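 note: potency is the fitted concentration of half-maximal effect; 0% = no-compound wells and -100% = no-enzyme wells; nearly all actives have a fitted effect of over 25% in size; some results filed as inactive show a strong effect at the top dose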
# Target sequence (P00811 whole entry, looked up): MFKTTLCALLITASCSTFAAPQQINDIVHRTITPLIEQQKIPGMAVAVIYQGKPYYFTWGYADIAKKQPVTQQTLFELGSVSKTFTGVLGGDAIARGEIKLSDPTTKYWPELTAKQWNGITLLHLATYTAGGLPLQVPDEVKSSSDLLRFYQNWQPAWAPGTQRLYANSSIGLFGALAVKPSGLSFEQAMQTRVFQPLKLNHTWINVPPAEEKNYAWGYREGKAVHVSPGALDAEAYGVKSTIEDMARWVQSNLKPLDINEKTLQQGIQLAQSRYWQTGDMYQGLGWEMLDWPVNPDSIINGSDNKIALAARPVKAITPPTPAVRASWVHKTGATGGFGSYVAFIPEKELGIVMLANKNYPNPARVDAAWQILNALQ
#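 AmpC (5.3 nM in the dispensed reagent) in 20 mM phosphate pH 7.0 with 0.01% (detergent screen) or 0.0001% Triton X-100 was preincubated with compounds for 15 min at room temperature. Nitrocefin was then added from an 800 uM solution, and hydrolysis was followed at 480 nm.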
# HCV inh – qHTS Assay for Inhibitors of Hepatitis C Virus (HCV); Huh7.5.1 HCVcc-Cre infection, luciferase reporter, 44 h; Potency, µM (doses to about 41.8 µM), for inactives: top-dose activity change, negative = inhibition, usual class: inhibitors; hit rate 3.4% among 340,000; note: potency is the fitted concentration of half-maximal effect
#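 A cell-based infection assay in which seeded cells (1,000 per well) receive test compound after 4 h, are inoculated with HCVcc-Cre at approximately 0.5 moi, and are incubated 44 h before luminescence detection.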
# Numbers without * were called inactive; ? = inconclusive; . = no result given; & = joins results of further samples; [ ] = dose if it differs, or a comment. Unless noted, calls come from the whole dose curve; as a rule, active = well fitted curve in the direction sought with a large enough effect; inconclusive = small, poorly fitted or top-dose-only effect, or another doubt; inactive = no such curve, though single readings can be large; an effect the other way counts as inactive or inconclusive. Unless noted, % is set by controls: 0 for no effect and ±100 for the full control effect.
entry	SMILES	AMA1 RON2 block	Sm TGR block	FBPA Giardia inh
1	Cc1cc(=O)n(C)c(=O)n1CCCNc1ccccc1	-10%	4%	-16%
2	CCN1CCN(c2ccc(S(=O)(=O)N3CCCCC3)cc2NC(=O)c2cccc(OC(F)F)c2)CC1	3%	2%	.
3	COc1cccc(/C=C2\N=C(SC)SC2=O)c1OC	42%[activator]	-14%	-1%
4	O=C(Nc1ccccc1Cl)c1ccc2nccnc2c1	2%	-24%	-4%
5	Cc1ccc(CNC(=O)C2CCN(S(=O)(=O)c3ccc4c(c3)oc(=O)n4C)CC2)cc1	.	6%	.
6	CN1C(=O)c2cccc(NC(=O)CCc3ccccc3)c2C1=O	11%	0%	1%
7	Cc1sc2ncnc(SCC(=O)Nc3ncccc3O)c2c1C	27%	?	.
8	COc1cc(C2C(C#N)=C(N)OC3=C2C(=O)CC(C)(C)C3)ccc1OCCN1CCOCC1 (stereo unspecified)	-15%	-26%	1%

entry	HCMV antiviral	AmpC detergent	HCV inh
1	-33	1%	?
2	-7	2%	?
3	11	-16%	-12%
4	11	-8%	1%
5	2	10%	.
6	-15	?	-4%
7	0	-8%	13%
8	?	-9%	-5%

# Next compounds follow.
entry	SMILES	AMA1 RON2 block	Sm TGR block	FBPA Giardia inh
9	N#Cc1ccc(/C=C/C(=O)O)cc1	7%	-7%	8%
10	CC1CN(C(=O)Nc2ccc(C(=O)NCCc3ccccc3Cl)cc2)c2ccccc2S1 (stereo unspecified)	.	5%	.
11	CC1CCCN(S(=O)(=O)c2cc(C(=O)NCCc3ccccc3)n(C)c2)C1 (stereo unspecified)	.	-10%	.
12	CCC/C(=N/NC(=O)c1ccccc1Cl)c1ccccc1	10%	0%	-4%
13	COc1ccc(CNC2CC(=O)N(C)C2=O)cc1 (stereo unspecified)	-2%	-1%	19%
14	O=C1N[C@@H](Cc2c[nH]c3ccccc23)C(=O)N[C@H]1Cc1ccccc1	1%	.	.
15	CCOc1ccc(C(C(=O)NC2CCCC2)N(CCOC)C(=O)CNC(=O)c2ccco2)cc1 (stereo unspecified)	-1%	1%	1%
16	COc1ccc(C(=O)NCc2c(C)oc(C)c2C(=O)O)cc1	2%	-23%	-13%

entry	HCMV antiviral	AmpC detergent	HCV inh
9	-28	-3%	8%
10	39	16%	.
11	12	?	.
12	?	2%	4%
13	-19	5%	4%
14	13	.	-4%[8.37 µM]
15	10	1%	7%
16	7	?	-5%

# Other compounds follow.
entry	SMILES	AMA1 RON2 block	Sm TGR block	FBPA Giardia inh
17	O=C(Nc1nc2ccc(Cl)cc2s1)c1ccco1	-12%	0%	-2%
18	Cc1ccc(NC(=O)C2CC(=O)n3c(nc4ccccc43)N2)cc1 (stereo unspecified)	-16%	2%	-3%
19	CCOC(=O)c1[nH]c(COC(=O)CCCOc2ccccc2)c(C(=O)OCC)c1C	8%	-1%	2%
20	Brc1ccc2c(c1)OCCOCCOCCOCCOCCOCCO2	-8%	-32%	-1%
21	O=C(C/C=N/OCc1ccc(Cl)cc1)c1cnc(-c2ccccc2)s1	24%	16%	-1%
22	O=C(/C=C/c1c[nH]c2ccccc12)c1cccc2ccccc12	-9%	-25%	-28%
23	COc1cccc(CNC(=O)CC(c2ccc(F)cc2)N2Cc3ccccc3C2=O)c1 (stereo unspecified)	.	-2%	.
24	CN(CCC#N)C(=S)Nc1ccc(S(=O)(=O)N2CCOCC2)cc1	-3%	59%[activator]	1%

entry	HCMV antiviral	AmpC detergent	HCV inh
17	43	-4%	6%
18	14	-6%	36%[activator]
19	.	-16%	-11%
20	-34	?	10%
21	24	-8%	14%
22	-10	0%	?
23	-38	17%	.
24	?	-12%	19%

# The list goes on:
entry	SMILES	AMA1 RON2 block	Sm TGR block	FBPA Giardia inh
25	CCn1nnnc1SCC(=O)NC1CCCC1	-4%	-26%	.
26	CCCN(C(=O)c1cccc(S(=O)(=O)N2CCCc3ccccc32)c1)C1CCS(=O)(=O)C1 (stereo unspecified)	-3%	2%	.
27	O=C(NCc1ccccn1)c1ccc(OC2CCN(Cc3ccc(CO)o3)CC2)cc1	26%	?	.
28	COc1ccccc1N1CCN(C(=O)c2cc(-c3ccccc3O)on2)CC1	6%	-14%&-5%	8%
29	CCc1ccc(CN(C)Cc2nc(Cc3ccccc3)no2)nc1	63%[activator]	-22%	3%
30	CCN(c1ccccc1)S(=O)(=O)c1ccc(Oc2ccccc2)c(N)c1	-4%	.	.
31	Cc1cc(=O)n2nc(N3CCCC(C(=O)NCCc4ccc(Cl)cc4)C3)sc2n1 (stereo unspecified)	9%	5%	-4%
32	O=C(c1cc2cc(Br)ccc2oc1=O)N1CCCC1	0%	-1%	2%

entry	HCMV antiviral	AmpC detergent	HCV inh
25	-23	-12%	10%
26	-2	8%	-5%
27	33	2%	8%
28	5&3	?	2%
29	17	-10%	-18%
30	-37	.	?
31	-28	-14%	-14%
32	-8	?	18%

# Going on with the list.
entry	SMILES	AMA1 RON2 block	Sm TGR block	FBPA Giardia inh
33	Cc1ccc(NC(=O)CSc2sc3c(O)cc(=O)[nH]c3c2C#N)cc1C	5%	?	10%
34	CCCCN(CC)CCCNC(=O)c1cc2cc3ccc(C)cc3nc2o1	18%	-21%	-3%
35	CC12CN3CC(C)(CN(C1)C3c1cccs1)C2=O (stereo unspecified)	-3%	13%	5%
36	NCCc1nnc(SCc2ccc(Cl)cc2)o1	.	7%	.
37	Cc1ccc(NC(=O)CC2Sc3ccccc3NC2=O)c(C)c1 (stereo unspecified)	.	-1%	.
38	COc1cc(CN2CCC(C(=O)NC3CCCC3)CC2)cc(OC)c1O	-11%	8.9µM*	18µM*
39	COCCNC(=O)c1cc(-c2cccs2)on1	-2%	4%	1%
40	CSc1nc2c(c(=O)[nH]1)C(c1cccc(Cl)c1Cl)CC(=O)N2 (stereo unspecified)	-5%	74%[activator]	9%

entry	HCMV antiviral	AmpC detergent	HCV inh
33	35	3%	4%
34	-1	-1%	?
35	-7	-14%	10%
36	-3	6%	.
37	-14	10%	.
38	-4	-8%	5%
39	-29	?	?
40	25	1%	2%

# Quoted at random: two compounds from above.
entry	SMILES	AMA1 RON2 block	Sm TGR block	FBPA Giardia inh
33	Cc1ccc(NC(=O)CSc2sc3c(O)cc(=O)[nH]c3c2C#N)cc1C	5%	?	10%
40	CSc1nc2c(c(=O)[nH]1)C(c1cccc(Cl)c1Cl)CC(=O)N2 (stereo unspecified)	-5%	74%[activator]	9%

entry	HCMV antiviral	AmpC detergent	HCV inh
33	35	3%	4%
40	25	1%	2%

# Additional results follow.
entry	SMILES	AMA1 RON2 block	Sm TGR block	FBPA Giardia inh
41	O=C(NC1CCCC1)C1CC(O)CN1C(=O)Nc1ccccc1 (stereo unspecified)	3%	-10%	4%
42	CCN(CC)c1ccc(N2C(=O)/C(=C/c3cccs3)SC2=S)cc1	-16%	0%	1%
43	O=C(NC1CCCCC1)N(CCN1CCCC1)Cc1cc2cc3c(cc2[nH]c1=O)OCCO3	-19%	?	-24%
44	Cc1c(/C=N/N2C(=O)C3C4C=CC(C4)C3C2=O)c2ccccc2n1C (stereo unspecified)	14%	-2%	5%
45	CC(=O)C1=C(O)C(=O)N(CCc2c[nH]c3ccccc23)C1c1ccc(C)cc1 (stereo unspecified)	-5%	7%	6%
46	N=c1c(S(=O)(=O)c2ccc(Br)cc2)cc2c(=O)n3ccccc3nc2n1CCN1CCOCC1	3%	.	.
47	CCOC(=O)c1c(C2CC2)csc1NC(=O)COC(=O)CCS(=O)(=O)c1ccc(C)cc1	3%	4%	0%
48	O=C(COC(=O)CNS(=O)(=O)c1cccc(Br)c1)NC(=O)Nc1ccc2c(c1)OCCO2	-2%[2.32 µM]	2%	0%

entry	HCMV antiviral	AmpC detergent	HCV inh
41	17	-8%	3%
42	-31	0%	5%
43	.	?	1%
44	-34	?	15%
45	?	-2%	13%
46	40	.	?
47	-2	-20%	33%[activator]
48	-5	?	1%

# Overlap with the part before: 5 compounds, followed by the next part.
entry	SMILES	AMA1 RON2 block	Sm TGR block	FBPA Giardia inh
44	Cc1c(/C=N/N2C(=O)C3C4C=CC(C4)C3C2=O)c2ccccc2n1C (stereo unspecified)	14%	-2%	5%
45	CC(=O)C1=C(O)C(=O)N(CCc2c[nH]c3ccccc23)C1c1ccc(C)cc1 (stereo unspecified)	-5%	7%	6%
46	N=c1c(S(=O)(=O)c2ccc(Br)cc2)cc2c(=O)n3ccccc3nc2n1CCN1CCOCC1	3%	.	.
47	CCOC(=O)c1c(C2CC2)csc1NC(=O)COC(=O)CCS(=O)(=O)c1ccc(C)cc1	3%	4%	0%
48	O=C(COC(=O)CNS(=O)(=O)c1cccc(Br)c1)NC(=O)Nc1ccc2c(c1)OCCO2	-2%[2.32 µM]	2%	0%
49	O=C(CN1C(=O)c2ccccc2C1=O)NC1CCCCCC1	-1%	3%	10%
50	COCc1cc(C)nc(OCC(=O)N/N=C/c2ccc(C)cc2)c1C#N	2%	9%	4%
51	CC(C)[C@H](NS(=O)(=O)c1ccccc1)C(=O)OCC(=O)Nc1cccc(S(N)(=O)=O)c1	4%	.	.
52	Cc1ccsc1C(=O)N(CC(C)C)c1c(N)n(Cc2ccccc2)c(=O)[nH]c1=O	-14%	-3%	9%
53	Cc1cc(C(=O)COC(=O)c2ccc[nH]c2=O)c(C)n1-c1ccc(Br)cc1	-3%	9%	18%
54	CN(CC1CCOCC1)C(=O)CC1C(=O)NCCN1Cc1cccc(Oc2ccccc2)c1 (stereo unspecified)	15%	40µM*	-24%
55	COc1ccc(/C(C)=N/N=C(N)N)c(OC)c1	12%	3%	-5%
56	COC(=O)c1c(NC(=O)COc2cc(C)ccc2C(C)C)sc2c1CCC(C)C2 (stereo unspecified)	.	2%	.

entry	HCMV antiviral	AmpC detergent	HCV inh
44	-34	?	15%
45	?	-2%	13%
46	40	.	?
47	-2	-20%	33%[activator]
48	-5	?	1%
49	45	-5%	4%
50	0	-8%	-20%
51	-14	.	-4%
52	9	5%	.
53	-23	-4%	-2%
54	-11	-3%	-1%
55	0	-4%	?
56	?	-1%	.

# Continued.
entry	SMILES	AMA1 RON2 block	Sm TGR block	FBPA Giardia inh
57	COc1ccc(/C=N/NC(=O)c2ccc[nH]2)cc1	-8%	-10%	5%
58	CS(=O)(=O)N(CC(=O)Nc1ccc(S(=O)(=O)N2CCCC2)cc1)c1ccccc1	-8%	.	0%
59	CS(=O)(=O)CCC(C(=O)Nc1cccc(C(F)(F)F)c1)N1Cc2ccccc2C1=O (stereo unspecified)	.	-6%	.
60	CCOc1ccc(N2CC(C(=O)Nc3ccccc3N3CCOCC3)CC2=O)cc1 (stereo unspecified)	8%	22%	6%
61	CCCN1/C(=C(\C#N)C2=NS(=O)(=O)c3ccccc32)N(C)c2ccccc21	-9%	.	.
62	CCOc1ccc(NC(=S)NCc2ccco2)cc1	-11%	-23%	0%
63	Cc1noc(/C=C/c2cccnc2)c1[N+](=O)[O-]	-4%	?	0%

entry	HCMV antiviral	AmpC detergent	HCV inh
57	55	-2%	1%
58	-31	-14%	0%
59	-20	2%	.
60	1	-5%	-4%
61	21	.	-7%
62	?	1%	-6%
63	-98*	0%	?
